Screening results from PubChem.
EBNA-1 inh: blocks EBNA-1 binding to DNA; EBNA-1 DNA binding, fluorescence polarization; inhibition, % at 14.8 µM; 0.34% of 300,000 active; in the data active means inhibition above about 28%
LYPLA2 inh: counter-screen for PME1 inhibitors: inhibitors of human LYPLA2 | recombinant LYPLA2, FP-Rh probe fluorescence polarization | 0.38% of 320,000 active | inhibition, % at 5.9 µM | O95372 | AID 2177;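 active means inhibition above the screen-wide mean plus 3 SD, limit set per campaign, cut at about 26% in these data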;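 further: 0% = LYPLA2 with DMSO and 100% = wells lacking LYPLA2 enzyme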
PAFAH1B3 FP inh: blocks human PAF acetylhydrolase 1B catalytic subunit 3; recombinant PAFAH1B3, FP-rhodamine probe, fluorescence polarization; AID 492972; 0.28% of 340,000 active; inhibition, % at 3.39 µM;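 active means inhibition above the screen-wide average of all tested compounds plus 3 SD, cut at about 25% in these data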;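 further: 0% = enzyme with DMSO only and 100% = wells lacking PAFAH1B3 protein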
ZTA DNA inh: counter-screen for EBNA-1 inhibitors: inhibitors of Epstein-Barr virus ZTA; ZTA-DNA binding, fluorescence polarization; 0.15% of 320,000 active; inhibition, % at 11 µM; P03206; in the data active means inhibition above about 33%
Target sequence (P03206 whole entry, looked up): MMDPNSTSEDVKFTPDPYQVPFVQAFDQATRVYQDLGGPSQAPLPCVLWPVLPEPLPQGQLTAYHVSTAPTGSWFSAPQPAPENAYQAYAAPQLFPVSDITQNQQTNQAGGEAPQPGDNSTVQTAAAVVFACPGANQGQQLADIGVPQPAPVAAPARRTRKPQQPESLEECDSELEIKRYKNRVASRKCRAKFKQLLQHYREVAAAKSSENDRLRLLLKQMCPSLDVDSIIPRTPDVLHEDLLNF
PAFAH2 inh: PAFAH2 (human) inhibition. 0.99% of 340,000 active. inhibition, % at 3.39 µM. recombinant PAFAH2, FP-rhodamine activity probe, fluorescence polarization. Q99487. AID 492956;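 active means inhibition above the mean over all tested compounds plus 3 SD, cut at about 30% in these data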;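 further: inhibitors block probe labeling of enzyme so polarization drops; 0% = enzyme with DMSO and 100% = wells lacking PAFAH2 protein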
PREPL inhibitor: inhibitors of human prolyl oligopeptidase-like enzyme PREPL | Q4J6C6 | recombinant PREPL, fluorescence polarization activity-based probe | inhibition, % at 5.96 µM | 0.68% of 320,000 active; in the data active means inhibition above about 43%;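 further: 0% = enzyme with DMSO and 100% = wells lacking enzyme; many of its hits are not listed in these tables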
pPAFAH inh: inhibitors of human plasma PAF acetylhydrolase (pPAFAH). Q13093. recombinant pPAFAH, FP-rhodamine probe fluorescence polarization. inhibition, % at 3.39 µM. 1.5% of 330,000 active. AID 463082;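 active means inhibition above the mean inhibition across the screen plus 3 SD, cut at about 25% in these data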;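 further: inhibitors block binding of the rhodamine activity-based probe so polarization drops; 0% = enzyme with DMSO and 100% = wells lacking pPAFAH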
Target sequence (Q13093 whole entry, looked up): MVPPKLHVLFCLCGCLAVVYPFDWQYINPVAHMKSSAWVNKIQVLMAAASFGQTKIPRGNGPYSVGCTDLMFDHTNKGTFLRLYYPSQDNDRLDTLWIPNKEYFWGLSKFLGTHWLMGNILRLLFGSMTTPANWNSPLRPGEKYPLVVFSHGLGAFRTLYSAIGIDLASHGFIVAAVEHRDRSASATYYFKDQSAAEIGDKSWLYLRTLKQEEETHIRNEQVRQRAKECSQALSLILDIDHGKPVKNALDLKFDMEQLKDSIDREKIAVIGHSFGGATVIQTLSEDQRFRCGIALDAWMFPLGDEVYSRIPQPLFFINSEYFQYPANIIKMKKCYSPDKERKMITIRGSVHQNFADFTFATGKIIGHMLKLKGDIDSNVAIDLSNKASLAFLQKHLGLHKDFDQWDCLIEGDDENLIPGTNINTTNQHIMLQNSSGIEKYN
PAFAH1B2 FP inh: blocks human PAF acetylhydrolase 1b catalytic subunit 2 | P68402 | recombinant PAFAH1B2, FP-rhodamine activity probe, fluorescence polarization | inhibition, % at 3.39 µM | 1.2% of 340,000 active;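 active means inhibition above the mean of all tested compounds plus 3 SD, cut at about 24% in these data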;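 further: 0% = enzyme with DMSO and 100% = wells lacking PAFAH1B2; many of its hits are not listed in these tables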
LYPLA1 inh: blocks human lysophospholipase 1, a PME1 counter-screen; O75608; recombinant LYPLA1, FP-Rh probe fluorescence polarization; inhibition, % at 5.9 µM; 0.16% of 320,000 active; AID 2174;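 active means inhibition above the mean of all tested compounds plus 3 SD, set per campaign, cut at about 14% in these data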;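 further: inhibitors block serine hydrolase probe labeling of LYPLA1 so polarization falls; 0% = enzyme with DMSO and 100% = wells lacking LYPLA1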
Target sequence (O75608 whole entry, looked up): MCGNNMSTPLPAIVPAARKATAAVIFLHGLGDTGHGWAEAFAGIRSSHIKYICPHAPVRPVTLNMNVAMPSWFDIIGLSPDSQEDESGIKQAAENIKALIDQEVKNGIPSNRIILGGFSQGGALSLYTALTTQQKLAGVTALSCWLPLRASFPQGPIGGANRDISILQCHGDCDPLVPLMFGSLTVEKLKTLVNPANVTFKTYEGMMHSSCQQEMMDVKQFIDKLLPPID
* = called active by the depositor; · = no result given.

Order of results: EBNA-1 inh	LYPLA2 inh	PAFAH1B3 FP inh	ZTA DNA inh	PAFAH2 inh	PREPL inhibitor	pPAFAH inh	PAFAH1B2 FP inh	LYPLA1 inh
1: CCOC(=O)N1CCC(NC(=O)C2=CCN(S(=O)(=O)c3ccc(OC)cc3)CC2)CC1
    -25	6	-4	-6	5	0	-3	-1	-1
2: CCN1C(=O)C(=O)N(CC(=O)NC(C)CCc2ccccc2)C1=O (centres undefined)
    ·	-2	0	-6	4	-1	-1	4	0
3: COc1ccc(CCN2CN(S(=O)(=O)c3ccccc3)c3nc4ccccc4nc32)cc1
    4	-7	4	1	-6	1	-3	9	-2
4: Cc1cc(NC(=O)COc2ccc(Cl)cc2Cl)n(CCC#N)n1
    -10	-1	3	-1	-4	2	-2	1	-1
5: Cc1noc(C)c1S(=O)(=O)N1CCC(C(=O)N2CCN(c3ccc(Cl)cc3)CC2)CC1
    10	0	1	0	-5	39	7	-2	-3
6: COc1ccc(CNC(=O)c2ccc(N3CCC4(CC3)CC(c3ccc(Cl)cc3)=NO4)c(NC(=O)c3ccccc3)c2)cc1
    3	1	-14	-31	-9	13	1	-9	-6
7: COc1ccc(S(=O)(=O)N(C)CC(=O)Nc2c(F)cccc2F)cc1
    -2	4	2	10	-3	0	1	4	0
8: O=C(c1ccccc1)c1ccc(Cn2cc(-c3ccccc3)nn2)cc1
    2	-1	6	-11	-5	-30	-1	0	-3
9: CN(Cc1cc(-c2ccccc2)on1)C(=O)c1cc(COc2c(F)cccc2F)on1
    -4	0	4	2	4	-29	-1	3	12
10: O=Cc1cn(CC(=O)N2CCOCC2)c2ccccc12
    -9	3	-3	-7	2	2	7	-4	0
11: CC(=O)NCCC1CCN(c2nc3nonc3nc2N(C)Cc2ccccc2)CC1
    -2	5	8	-13	-1	12	3	7	0
12: Cc1ccc(C)c(S(=O)(=O)N2CCCOC2CNC(=O)C(=O)NCc2ccc3c(c2)OCO3)c1 (centres undefined)
    8	3	13	-14	-11	18	7	6	-1
13: COc1ccccc1/C=C1\Oc2cc(OC(=O)N3CCOCC3)ccc2C1=O
    3	3	-1	-1	8	1	5	3	4
14: CC(=O)c1cnc(Nc2ccccc2)s1
    -1	2	3	1	-1	-6	0	5	0
15: O=C(O)c1ccccc1C(=O)Nc1cc(-c2ccccc2)[nH]n1
    -2	-8	2	1	4	6	2	6	-1
16: COc1ccc(CC(=O)OC(C)CN2CCCCC2)cc1 (centres undefined)
    0	2	6	-12	4	13	-1	3	-3
17: CSc1ccc(Cl)c(C(=O)OCC(=O)NC2CC2)c1
    -7	8	7	1	23	0	6	0	3
18: CCC(C(=O)NC1CCCCC1)N(Cc1cccs1)C(=O)c1snc(C(N)=O)c1N (centres undefined)
    0	2	·	-4	·	5	-1	·	-3
19: CCNC(=O)Cc1ccc(S(=O)(=O)N2CCOCC2)s1
    ·	-3	1	8	-1	2	1	-1	-2
20: CCOC(=O)c1ccc(S(=O)(=O)n2c(CN3CCCCC3)nc3ccccc32)cc1
    3	3	3	-12	0	8	0	2	2
21: O=C(O)Cc1ccc(C(=O)c2ccc(Cl)cc2)s1
    7	4	2	6	1	-4	2	2	-1
22: Cc1cc(=O)oc2c3c(cc(OCC(=O)NCCN4CCOCC4)c12)OC(C)(C)CC3
    -1	5	4	4	15	4	13	3	1
23: Cc1cc(Nc2ccccc2C(=O)O)n(-c2ccc([N+](=O)[O-])cc2)n1
    9	-4	-4	-4	6	-2	4	1	-2
24: COc1ccccc1-c1nc(COc2ccc(Cl)cc2Cl)no1
    -8	-8	-1	-13	-2	-13	-6	3	-1
25: COc1cccc(CN2CC(C(=O)NCCOc3ccccc3F)CCC2=O)c1 (centres undefined)
    5	15	5	5	-2	5	-1	5	10
26: Cc1cccc(CSc2nc3c(c(=O)n2C)SCC3)c1
    7	17	11	-8	11	26	8	3	-1
27: COc1ccc(/C=N/NC(=O)C(C)Sc2ccccn2)cc1[N+](=O)[O-] (centres undefined)
    -16	3	11	14	-3	3	-1	6	1
28: CN(C(=O)OC(C)(C)C)c1ccc(-c2nc3ccccc3s2)cc1
    -13	-10	0	-1	-3	2	2	-11	-1
29: CCC(=O)NC(Nc1sc2c(c1C(=O)OC)CCC2)C(Cl)(Cl)Cl (centres undefined)
    -3	4	2	-2	2	3	4	-3	4
30: O=C(COC(=O)C1CCN(C(=O)c2ccc(Cl)cc2)CC1)c1ccco1
    1	-1	3	-2	-18	11	7	-1	-4
31: CCOC(=O)N1CCN(S(=O)(=O)c2cc(OCC(N)=O)c(C)cc2Cl)CC1
    -6	-5	3	0	-5	-9	-1	1	1
32: Cn1ccc(C(=O)Nc2sc3c(c2C#N)CCC3)n1
    5	3	10	-12	-1	10	10	7	0
33: Cc1ccc(NS(=O)(=O)c2ccc3c(c2)n(C)c(=O)n3C)c(C)c1
    -3	-6	-3	-10	-1	-1	21	4	-3
34: O=C(CSc1nc(Nc2ccccc2)nc(N2CCOCC2)n1)N1CCc2ccccc21
    2	8	12	-3	-4	-7	2	5	0
35: COCc1cc(C)n(CC(=O)Nc2ccc3c(c2)OCO3)c(=O)c1C#N
    -4	6	8	-9	2	10	1	4	6
36: Fc1ccc(CN2C3=NCCCN3c3ccccc32)cc1
    -10	-3	2	-11	1	15	0	9	3
37: CCN(CC)C(=O)CSc1ncnc2sc(-c3ccccc3)cc12
    -16	-4	3	-14	4	-7	-3	-1	-3
38: CCOc1cc(NC(=O)C2CC2)c(OCC)cc1NC(=O)CCn1nnc2ccccc21
    2	0	6	6	2	10	0	-1	2
39: Cc1c(NC(=O)c2ccc(-c3ccccc3)cc2)cccc1C(=O)O
    -3	5	6	-3	4	-12	6	-1	0
40: CCOC(=O)c1cnc2c(cnn2C)c1NCCCn1ccnc1
    2	1	-1	2	-2	-11	1	1	-1
41: COc1ccc(-n2nnnc2SCC(=O)c2cccc(OC)c2)cc1
    11	5	4	14	0	-8	6	3	0
42: CCCCS(=O)CC(O)COCC (centres undefined)
    8	-2	4	5	-3	-3	6	-4	0
43: Cc1cccc(N2CCN(C(=O)Cc3ccc(-n4c(=O)[nH]c5ccsc5c4=O)cc3)CC2C)c1 (centres undefined)
    1	11	9	7	1	12	4	5	-1
44: O=C(NCCc1csc(-c2cccnc2)n1)c1ccccc1
    1	4	-5	13	-4	0	1	-1	-1
45: Cc1csc2ncnc(N3CCN(C(=S)Nc4ccc(F)cc4F)CC3)c12
    3	-4	·	3	·	7	-1	·	-2

(next part)
entry	mol	EBNA-1 inh	LYPLA2 inh	PAFAH1B3 FP inh	ZTA DNA inh	PAFAH2 inh	PREPL inhibitor	pPAFAH inh	PAFAH1B2 FP inh	LYPLA1 inh
46	O=C(NNC(=O)C12CC3CC(CC(C3)C1)C2)c1cnccn1	-1	1	2	-5	10	-4	0	1	-5
47	COC1(OC)N=C(N)C2(C#N)C(c3ccc(C)cc3)C12C#N (centres undefined)	-10	0	-9	6	-9	-2	-3	2	9
48	O=c1cc(O)c2c(=O)n(-c3ccccc3)c3ccccc3c2o1	-5	1	10	-1	-2	3	2	6	-6
49	Cc1nnc2n(c1=O)C(CS(=O)(=O)c1ccccc1)CS2 (centres undefined)	2	-1	4	-12	0	11	5	7	-3
50	CCNC(=O)C(=O)NCC1OCCCN1S(=O)(=O)c1ccc(F)cc1C (centres undefined)	5	-1	-5	-2	-4	5	-5	-2	0
51	O=C(Nc1cccc(S(=O)(=O)N2CCOCC2)c1)c1ccc(Cl)nc1	·	·	4	·	3	11	1	4	·
52	COc1ccccc1OCc1cc(C(=O)N(C)CCC2CCCCO2)no1 (centres undefined)	1	4	3	-20	-14	11	-1	1	0
53	CCC(C)(C)NC(=O)CN(Cc1ccc(F)cc1)C(=O)CCC(=O)Nc1ccccn1	-3	4	-3	-6	9	3	4	-2	-1
54	COC(=O)c1ccc(C2/C(=C(\O)c3cccc(OC)c3)C(=O)C(=O)N2CCCN2CCOCC2)cc1 (centres undefined)	-3	1	-7	-5	-6	2	-2	-1	4
55	O=C(OC1CCCCC1)c1ccc(NC(=O)C2CCCCC2)cc1	5	-10	-8	-3	-2	-3	-5	2	-10
56	O=C(COC(=O)CCOc1ccccc1)Nc1ncc(Cl)cc1Cl	2	2	8	-13	16	5	20	2	1
57	O=C(N/N=C/c1ccc(N2CCCC2)c([N+](=O)[O-])c1)c1cccnc1	0	-12	2	7	-6	20	2	8	-1
58	CC1CCCC(C)N1CCNC(=O)Cn1nc(-c2ccccc2)ccc1=O (centres undefined)	-4	3	4	-7	6	20	9	4	2
59	O=C(O)C1CCC(Cn2c(SCc3cc(=O)n4cc(Br)ccc4n3)nc3ccsc3c2=O)CC1 (centres undefined)	-4	1	-8	2	-3	19	0	-4	-1
60	Cc1ccc(N2C(=O)CC(NNC(=O)Cc3ccc(F)cc3)C2=O)cc1Cl (centres undefined)	-5	0	7	1	-2	-3	-2	19	2
61	Cn1cnc2c1c(=O)n(Cc1ccc(F)cc1Cl)c(=O)n2C	-8	2	3	-5	-2	5	-1	-1	-2
62	CC(C)OCCCNC(=O)c1ccc(CS(=O)(=O)c2cccc(C(F)(F)F)c2)o1	-14	8	-6	-5	-5	0	-2	6	-2

Compounds shown so far containing two or more sulfur atoms, in the order listed:
entry	mol	EBNA-1 inh	LYPLA2 inh	PAFAH1B3 FP inh	ZTA DNA inh	PAFAH2 inh	PREPL inhibitor	pPAFAH inh	PAFAH1B2 FP inh	LYPLA1 inh
18	CCC(C(=O)NC1CCCCC1)N(Cc1cccs1)C(=O)c1snc(C(N)=O)c1N (centres undefined)	0	2	·	-4	·	5	-1	·	-3
19	CCNC(=O)Cc1ccc(S(=O)(=O)N2CCOCC2)s1	·	-3	1	8	-1	2	1	-1	-2
26	Cc1cccc(CSc2nc3c(c(=O)n2C)SCC3)c1	7	17	11	-8	11	26	8	3	-1
37	CCN(CC)C(=O)CSc1ncnc2sc(-c3ccccc3)cc12	-16	-4	3	-14	4	-7	-3	-1	-3
45	Cc1csc2ncnc(N3CCN(C(=S)Nc4ccc(F)cc4F)CC3)c12	3	-4	·	3	·	7	-1	·	-2
49	Cc1nnc2n(c1=O)C(CS(=O)(=O)c1ccccc1)CS2 (centres undefined)	2	-1	4	-12	0	11	5	7	-3
59	O=C(O)C1CCC(Cn2c(SCc3cc(=O)n4cc(Br)ccc4n3)nc3ccsc3c2=O)CC1 (centres undefined)	-4	1	-8	2	-3	19	0	-4	-1

Results in LYPLA1 inh and PREPL inhibitor, for two of the compounds above:
| cpd | smiles | LYPLA1 inh | PREPL inhibitor |
| --- | --- | --- | --- |
| 44 | O=C(NCCc1csc(-c2cccnc2)n1)c1ccccc1 | -1 | 0 |
| 45 | Cc1csc2ncnc(N3CCN(C(=S)Nc4ccc(F)cc4F)CC3)c12 | -2 | 7 |

These rows are one share of the data, so the mix of outcomes need not match the whole.
